# FBW7 act = activators of human E3 ligase FBW7 | Q969H0 | AlphaScreen FBW7–phospho-cyclin E peptide binding, activator screen | normalized activity (activation), % at 26.1 µM | hit rate 0.13% among 650,000 | AID 1259310; in the data active means normalized activity above about 1.9%;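 further: purified mutant Fbw7 with reduced substrate affinity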
# Target sequence (Q969H0 whole entry, looked up): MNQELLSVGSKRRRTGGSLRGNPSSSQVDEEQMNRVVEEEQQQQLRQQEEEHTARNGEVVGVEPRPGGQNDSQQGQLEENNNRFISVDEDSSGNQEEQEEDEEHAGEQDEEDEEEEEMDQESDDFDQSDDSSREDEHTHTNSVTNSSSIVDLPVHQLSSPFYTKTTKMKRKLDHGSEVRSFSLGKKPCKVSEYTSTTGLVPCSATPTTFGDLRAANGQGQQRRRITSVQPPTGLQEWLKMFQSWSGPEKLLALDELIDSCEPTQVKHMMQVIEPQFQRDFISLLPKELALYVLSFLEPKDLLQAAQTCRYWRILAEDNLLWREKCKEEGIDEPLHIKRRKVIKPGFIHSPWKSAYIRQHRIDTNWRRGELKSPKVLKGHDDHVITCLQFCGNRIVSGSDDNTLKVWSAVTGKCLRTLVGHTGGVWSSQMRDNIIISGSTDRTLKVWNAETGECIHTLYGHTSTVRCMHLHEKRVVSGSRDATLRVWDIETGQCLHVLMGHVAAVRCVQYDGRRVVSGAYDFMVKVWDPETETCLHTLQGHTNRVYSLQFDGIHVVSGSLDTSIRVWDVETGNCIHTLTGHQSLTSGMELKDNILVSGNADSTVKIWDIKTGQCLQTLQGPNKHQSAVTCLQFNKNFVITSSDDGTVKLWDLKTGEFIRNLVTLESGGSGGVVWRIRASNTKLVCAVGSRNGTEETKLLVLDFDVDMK
# TEAD-YAP inh = TEAD-YAP interaction inhibition. HEK-TIYL cells, TEAD-Gal4/YAP UAS-luciferase luminescence. inhibition, % at 9.12 µM. AID 1259422. hit rate 1.4% among 640,000; in the data active means inhibition above about 32%;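 further: 0% = median of test compound wells and 100% = reference inhibitor wells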
# MITF primary = human MITF inhibition, primary screen. O75030. AlphaScreen MITF homodimerization, bead proximity signal. inhibition, % at 2.6 µM. hit rate 0.91% among 650,000; in the data active means inhibition above about 50%;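 further: 0% = vehicle wells with protein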
# GPR151 activ = human GPR151 activation | Q8TDV0 | PathHunter beta-arrestin GPR151 cells, luminescence | activation, % at 11.2 µM | hit rate 1% among 650,000; in the data active means activation above about 4.9%;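 further: 0% = median of compound wells and 100% = cells with positive control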
# Target sequence (Q8TDV0 whole entry, looked up): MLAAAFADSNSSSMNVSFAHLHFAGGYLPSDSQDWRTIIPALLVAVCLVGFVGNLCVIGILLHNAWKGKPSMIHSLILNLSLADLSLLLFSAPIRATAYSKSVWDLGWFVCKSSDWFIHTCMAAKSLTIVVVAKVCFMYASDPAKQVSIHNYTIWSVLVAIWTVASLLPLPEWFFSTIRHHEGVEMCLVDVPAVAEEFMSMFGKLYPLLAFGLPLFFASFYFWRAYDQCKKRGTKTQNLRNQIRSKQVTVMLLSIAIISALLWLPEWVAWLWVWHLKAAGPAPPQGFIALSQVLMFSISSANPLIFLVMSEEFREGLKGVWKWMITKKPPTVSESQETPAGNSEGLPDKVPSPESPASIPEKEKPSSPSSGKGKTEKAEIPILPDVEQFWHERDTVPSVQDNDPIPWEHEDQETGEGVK
# The depositor's hits bear a star.
no.	SMILES	FBW7 act	TEAD-YAP inh
1	N#CCC(=O)N/N=C/c1cccc(O)c1	-0.1	1
2	CCCC(=O)N(c1ccc(OC)cc1OC)C1C=CS(=O)(=O)C1 (stereo not drawn)	-0.1	3
3	COc1ccc(/C(N)=N/OC(=O)CCN2C(=O)c3ccccc3C2=O)cc1OC	0.1	-5
4	O=S(=O)(Nc1ccccc1F)c1ccc(F)cc1	0.0	-4
5	COc1ccc(C(=O)Nc2ncccc2O)cc1	-0.4	-59
6	Cc1ccc(NC(=O)CSCCc2ccccn2)nc1	0.0	2
7	CCOC(=O)/C(=C\N(C)C)C(=O)C1CCN(C(=O)OC(C)(C)C)CC1	-0.1	-2
8	CC1CCN(Cc2nnnn2CCCC(=O)N2CCCC2c2ccc(F)cc2)CC1 (stereo not drawn)	0.2	-19

no.	MITF primary	GPR151 activ
1	-6	-0.5
2	2	0.6
3	14	-0.3
4	-1	-1.1
5	2	-3.1
6	0	1.1
7	-1	2.2
8	19	-1.9

# Some of these compounds in order of length of the SMILES, lowest first:
no.	SMILES	FBW7 act	TEAD-YAP inh
6	Cc1ccc(NC(=O)CSCCc2ccccn2)nc1	0.0	2
4	O=S(=O)(Nc1ccccc1F)c1ccc(F)cc1	0.0	-4
8	CC1CCN(Cc2nnnn2CCCC(=O)N2CCCC2c2ccc(F)cc2)CC1 (stereo not drawn)	0.2	-19

no.	MITF primary	GPR151 activ
6	0	1.1
4	-1	-1.1
8	19	-1.9

# Just FBW7 act, MITF primary and TEAD-YAP inh, for some of the entries so far:
entry	SMILES	FBW7 act	MITF primary	TEAD-YAP inh
3	COc1ccc(/C(N)=N/OC(=O)CCN2C(=O)c3ccccc3C2=O)cc1OC	0.1	14	-5
5	COc1ccc(C(=O)Nc2ncccc2O)cc1	-0.4	2	-59
6	Cc1ccc(NC(=O)CSCCc2ccccn2)nc1	0.0	0	2

# (list continues)
no.	SMILES	FBW7 act	TEAD-YAP inh
9	CC(C)CN(CNC(=O)c1cccnc1)CC(C)C	-0.1	1
10	Cc1cc(C)n(-c2nnc(C)n2/N=C/c2ccsc2)n1	0.1	1
11	O=C(Nc1cccnc1)Nc1ccc(F)cc1F	0.0	-12
12	Cc1cc(C)c2oc(-c3ccc(C)c(NC(=O)c4ccc(Br)cc4)c3)nc2c1	0.1	3
13	CC(C)(C)CC(C)(C)c1ccc(OCC(=O)NNC(=O)CCOc2ccccc2)cc1	0.0	-3
14	COc1ccccc1NC(=O)c1sc2ncn(CC(=O)N3CC(C)CC(C)C3)c(=O)c2c1C (stereo not drawn)	0.6	-4
15	CC1=CC(C)(C)N(C(=O)Nc2ccc(Cl)cc2)c2c(C)cc(C)cc21	0.2	0
16	COCCn1nnnc1CN1CCC(O)(c2ccccc2OC)CC1	1.0	9

no.	MITF primary	GPR151 activ
9	-2	-0.5
10	11	0.3
11	-3	-1.0
12	1	0.2
13	-13	1.1
14	12	4.0
15	3	-0.3
16	16	-1.1

no.	SMILES	FBW7 act	TEAD-YAP inh
17	Cc1cccc(-n2ncc3c(NCc4cccc(Cl)c4)ncnc32)c1	-0.1	-8
18	O=C(Nc1ccc(Cl)cc1)C(=S)NCc1ccccc1	0.1	-4
19	Nc1nccc(-c2ccc3nc(C4COc5cccc(OCCN6CCOCC6)c5C4)[nH]c3c2)n1 (stereo not drawn)	0.1	16
20	Cc1ccc(NS(=O)(=O)c2ccc3c(c2)oc(=O)n3C)cc1C	1.0	10
21	CCOC(=O)CCc1c(C)nn(-c2ccc(N3CCOCC3)nn2)c1C	-0.1	-3
22	Cc1ccc(N2NC(=O)/C(=C/c3cc(C)ccc3O)C2=O)cc1	-0.1	-15
23	COc1ccc(-c2noc(CN(C(C)C)S(=O)(=O)c3ccccc3)n2)cc1	-0.1	-12
24	CCCCOc1ccc(C(=O)NNC2CC(=O)N(c3cc(C)ccc3C)C2=O)cc1OC (stereo not drawn)	0.2	8

no.	MITF primary	GPR151 activ
17	2	0.9
18	5	-0.1
19	22	1.9
20	14	-0.2
21	-10	1.7
22	2	1.3
23	-10	-0.6
24	4	1.7

no.	SMILES	FBW7 act	TEAD-YAP inh
25	O=C(NCCOc1ccccc1)c1csc(N2CCOCC2)n1	0.0	-10
26	CC(=O)c1ccc(NC(=O)C(NS(=O)(=O)c2cccs2)C(C)C)cc1 (stereo not drawn)	0.7	6
27	O=C1N=C(c2ccccc2)S/C1=C/c1cccc(I)c1	-0.1	-10
28	COc1ccc(C2C(C(=O)OCCc3ccccc3)=C(C)NC3=C2C(=O)CC(C)(C)C3)cc1O (stereo not drawn)	-0.2	8
29	CCOC(=O)c1ccc(NC(=O)CSc2nc3ccccc3c(=O)n2Cc2ccc3c(c2)OCO3)cc1	-0.4	4
30	Nn1c(SCc2nc3ccccc3[nH]2)nnc1-c1cccc(Br)c1	-0.1	3
31	COc1ccc(C2C3C(=O)N(c4cccc(C)c4)C(=O)C3ON2c2ccccc2C)c(OC)c1 (stereo not drawn)	0.2	-1
32	Cc1nc2nc(SCC(=O)Nc3ccc(Br)cc3)nn2c(C)c1Cc1ccc(Cl)cc1	0.1	12

no.	MITF primary	GPR151 activ
25	-1	-2.3
26	11	-1.5
27	5	1.7
28	0	-0.5
29	-9	-0.8
30	6	1.5
31	2	-0.1
32	5	-0.2

no.	SMILES	FBW7 act	TEAD-YAP inh
33	COc1ccc(NC(=O)Cn2ncc3c(=O)oc4ccccc4c32)c(OC)c1	0.2	3
34	CC(C)NC(=O)c1cccc2cc[nH]c12	0.0	9
35	CCCn1ncc(CN2CCCC(N3CCC(CO)CC3)C2)c1C (stereo not drawn)	-0.1	6
36	COc1ccccc1N1C(=N)S/C(=C\c2cn[nH]c2-c2ccc(F)cc2)C1=O	0.2	-24
37	COc1ccc(CCNC(=O)CSc2nc3ccsc3c(=O)n2-c2cccc(Cl)c2Cl)cc1OC	0.8	-7
38	CC(C)n1c(-c2ccc(C(=O)N3CCN(C)CC3)cc2)nc2c(NCCN3CCOCC3)ncnc21	0.0	-21
39	N#CCCN1CCn2c1nc1ccccc12	0.1	0
40	COc1cccc(-c2cn3cccc(N)c3n2)c1	-0.1	-59

no.	MITF primary	GPR151 activ
33	8	0.5
34	0	0.5
35	6	6.3*
36	13	3.5
37	-9	-0.1
38	-6	2.6
39	12	-0.5
40	7	-0.9

no.	SMILES	FBW7 act	TEAD-YAP inh
41	COCCNc1c(-c2cc(Cl)c(O)c(Cl)c2)nc2cnccn12	-0.1	-10
42	Cc1ccc(C(c2cccc([N+](=O)[O-])c2)c2ccc(C)s2)s1	-0.1	-4
43	Cc1cccc(Nc2ccc(C(=O)N3CCOCC3)cn2)c1	-0.1	-31
44	Cc1cc(C)nc(NS(=O)(=O)c2ccc(NC(=O)CSc3nc4c(cc3C#N)CCCC4)cc2)n1	0.1	2
45	CCOc1ccc(/C=C(\NC(=O)c2ccccc2)C(N)=O)c2ccccc12	0.6	-18
46	CN(C(=O)c1ccccc1C(=O)O)c1ccc(C(O)(C(F)(F)F)C(F)(F)F)cc1	-0.1	1
47	COc1cc(C(=O)Nc2ccc(Nc3nc(C)cc(N4CCCC4)n3)cc2)cc(OC)c1OC	-0.1	36*
48	COc1ccc2c(c1)C[C@@H](C(=O)Nc1ccc(-c3cn[nH]c3C)cc1OCCN(C)C)NC2	-0.1	-3

no.	MITF primary	GPR151 activ
41	-11	-1.1
42	-1	1.5
43	-1	-0.5
44	9	0.3
45	9	-0.9
46	1	1.8
47	19	0.8
48	17	1.0

no.	SMILES	FBW7 act	TEAD-YAP inh
49	CCC(C)NC(=O)c1ccc2c(=O)n(Cc3ccc4c(c3)OCO4)c(=S)[nH]c2c1 (stereo not drawn)	0.7	1
50	COc1ccc(/C=C/c2ccc3c(Cl)ccc(O)c3n2)cc1	-0.2	-42
51	Cc1ccc2[nH]c3nc(SCC(=O)N4CCCC4)nnc3c2c1	0.0	-5
52	CC(C)n1c(Nc2ncccn2)nc2c(NCCCN3CCCC3=O)ncnc21	-0.1	-8
53	CN(Cc1ccccc1)CC(O)c1ccccc1 (stereo not drawn)	0.0	3
54	Cc1ccnc(Sc2nc3c(c(=O)[nH]c(=O)n3C)n2Cc2ccccc2Cl)n1	0.0	-4
55	CCC(=O)N1N=C(c2cccc(OC)c2)CC1c1ccccc1O (stereo not drawn)	-0.2	-3
56	COc1ccc(-c2csc(NC(=O)CCOc3ccccc3)n2)cc1	1.6	-1

no.	MITF primary	GPR151 activ
49	16	-2.3
50	9	-1.5
51	-9	0.3
52	10	-2.0
53	6	0.2
54	-1	0.4
55	4	-0.6
56	5	-0.1

no.	SMILES	FBW7 act	TEAD-YAP inh
57	CCOc1ccc(-n2cc(-c3ccccc3)c3c(NCCN4CCOCC4)ncnc32)cc1	-0.2	8
58	COc1ccc(COC(=O)Nc2cc(F)c(F)cc2Cl)cc1	0.0	-6
59	Cn1c(N=Nc2c(O)[nH]c3ccccc23)cc(=O)n(C)c1=O	0.6	-4
60	CCOC(=O)c1c(C)n(-c2ccccc2)c2ccc(OC(=O)c3ccccc3NC(=O)C(C)C)cc12	-0.1	-2
61	O=C(N/N=C/C=C/c1ccco1)C(O)c1ccccc1 (stereo not drawn)	-0.1	-19
62	CCCCNCCCOc1ccccc1OCC	0.0	8
63	CCOc1ccc(N(C(C)C(=O)N(C)Cc2ccccc2)S(C)(=O)=O)cc1 (stereo not drawn)	0.1	15
64	O=C(CSc1ncnc2c1nnn2Cc1ccc(F)cc1)Nc1cccc(F)c1	0.0	-2

no.	MITF primary	GPR151 activ
57	13	1.0
58	-15	0.8
59	9	0.0
60	3	1.4
61	-2	0.8
62	4	-1.5
63	9	0.5
64	-3	0.2

no.	SMILES	FBW7 act	TEAD-YAP inh
65	Cc1ccc(C(=O)/C=C/c2ccc(-c3ccccc3)o2)o1	0.9	-8
66	Cc1cc(Br)c(NC(=O)CSCC(=O)O)c(Br)c1	0.1	-2
67	COc1ccc(OC)c(NC(=O)C2C3CCC(C3)C2C(=O)O)c1 (stereo not drawn)	0.0	6
68	COc1ccc(C(=O)CSc2nnc(-c3ccccc3F)n2C)cc1	-0.1	3
69	Cc1noc(/C=C/N(C)C)c1S(=O)(=O)N1CCC(C(=O)O)CC1	0.0	-8
70	Cc1ccc(S(=O)(=O)Nc2ccc(N)cc2)cc1[N+](=O)[O-]	0.0	-7
71	Cc1csc2n1c(C(=O)c1ccccc1)c(C)[n+]2-c1ccccc1	-0.1	13
72	CC1CC(=O)C2=C(C1)OC(N)=C(C#N)C2c1ccc(F)cc1F (stereo not drawn)	0.0	-5

no.	MITF primary	GPR151 activ
65	15	-1.2
66	12	-0.3
67	12	0.8
68	11	1.2
69	-1	0.6
70	17	-0.3
71	3	0.2
72	-13	-0.9

no.	SMILES	FBW7 act	TEAD-YAP inh
73	CN(c1nc(N)c(C#N)c(CC#N)c1C#N)C1CCS(=O)(=O)C1 (stereo not drawn)	0.1	6
74	Cc1cc(NCCOc2ccccc2)nc(Nc2nc3ccccc3n2C)n1	0.2	12
75	COc1ccc(NC(C)C(=O)N/N=C/c2ccc(O)cc2O)cc1 (stereo not drawn)	-0.1	-2
76	CCCCNC(=S)Nc1cccc(S(=O)(=O)N(C)C)c1	0.0	9
77	Cc1ccc(SC(C)C(=O)Nc2ccncc2)cc1 (stereo not drawn)	-0.2	9
78	Cn1c(=O)[nH]c(N2CCC3(CC2)OCCO3)c(Cc2cccc(C(F)(F)F)c2)c1=O	0.1	-10
79	O=C(COC(=O)c1ccc[nH]c1=O)NC(c1ccccc1)c1ccccc1	0.0	-22
80	CSCCOC(=O)C1=C(C)NC(=O)NC1c1ccccc1OCc1ccccc1 (stereo not drawn)	0.0	-4

no.	MITF primary	GPR151 activ
73	-1	0.8
74	7	-2.3
75	19	0.4
76	3	0.2
77	10	3.1
78	-1	-0.9
79	14	0.9
80	7	1.8

no.	SMILES	FBW7 act	TEAD-YAP inh
81	Cc1cccc(NC(=O)c2cc([N+](=O)[O-])ccc2NCCN2C(=O)C3CC=CCC3C2=O)c1 (stereo not drawn)	0.8	-6
82	CC(NC(=O)c1ccccn1)c1nc2cccnc2n1C(C)C (stereo not drawn)	0.8	-9
83	CC(C)CCSc1nnc(-c2c[nH]c3ccccc23)n1C	0.0	-32
84	COC(=O)C1CN(c2ccc([N+](=O)[O-])cc2)N=N1 (stereo not drawn)	-0.1	1
85	CCCCN1C(=O)C2C(C(=O)Nc3ccc(Cl)cc3)C3C=CC2(O3)C1C(=O)NC1CCCC(C)C1C (stereo not drawn)	0.2	-5
86	COc1ccc(OC)c(/C(C)=N/Nc2ccc(S(N)(=O)=O)cc2[N+](=O)[O-])c1	-0.3	4
87	CC(=O)Nc1nonc1N1C(=N)S/C(=C\c2ccc(-c3ccc(Cl)c(C(F)(F)F)c3)o2)C1=O	0.1	10
88	CCOC(=O)c1sc2nc(SCc3ccccc3C)n(Cc3ccccc3OC)c(=O)c2c1C	0.1	-6

no.	MITF primary	GPR151 activ
81	1	1.3
82	2	0.3
83	-13	0.6
84	-1	2.8
85	6	-1.7
86	0	1.3
87	-2	-1.2
88	-5	1.1

no.	SMILES	FBW7 act	TEAD-YAP inh
89	O=C1CS/C(=N\N2CCOCC2)N1Cc1ccccc1	0.8	-12
90	COc1ccc(-c2nnc(-c3ccccc3O)o2)cc1	0.0	-39
91	CN(CC(=O)NCc1ccc2c(c1)OCO2)S(=O)(=O)c1ccc2c(c1)SCC(=O)N2	0.3	9
92	CCOc1ccc(-c2[nH]nc3c2C(c2cccs2)C(C#N)=C(N)O3)cc1OC (stereo not drawn)	0.1	8
93	Cc1cccc(NC(=O)c2cc(S(=O)(=O)N3CCC4(CC3)OCCO4)ccc2F)c1C	-0.1	1

no.	MITF primary	GPR151 activ
89	15	-1.4
90	-15	-0.1
91	7	0.0
92	5	0.3
93	20	2.3

# Screening results as filed in PubChem BioAssay.
